# yeast mec2-1: NCI yeast anticancer drug screen, S. cerevisiae mec2-1 strain; growth inhibition, % at 50 µM; hit rate 9% among 79,000; AID 157;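 note: 0% = growth of vehicle-only cultures of the same strain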
#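 Test agents were screened against the mec2-1 yeast strain, with defined DNA repair or cell cycle alteration. Growth was scored as inhibition against vehicle-only controls.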
# cln2 rad14: NCI yeast anticancer drug screen, S. cerevisiae cln2 rad14 strain | hit rate 8.3% among 78,000 | % growth inhibition at 50 µM;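 note: 0% = growth of vehicle-only cultures of the same strain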
#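 Compounds are applied to the cln2 rad14 yeast strain, and growth is then compared with that of vehicle-treated cultures to give inhibition.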
# yeast rad50: NCI yeast anticancer drug screen, S. cerevisiae rad50 strain; growth inhibition, % at 50 µM; hit rate 10% among 79,000;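 note: 0% = growth of vehicle-only cultures of the same strain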
#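 DNA repair mutant yeast, compound exposure, growth read-out; inhibition is taken relative to vehicle.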
# yeast mlh1 rad18: NCI yeast anticancer drug screen, S. cerevisiae mlh1 rad18 strain; growth inhibition, % at 50 µM; hit rate 11% among 79,000; AID 175;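 note: 0% = growth of vehicle-only cultures of the same strain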
#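 Steps: expose repair-defective yeast to compound; measure growth; express inhibition against vehicle-treated controls.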
# yeast sgs1 mgt1: NCI yeast anticancer drug screen, S. cerevisiae sgs1 mgt1 strain; AID 161; hit rate 10% among 78,000; growth inhibition, % at 50 µM;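 note: 0% = growth of vehicle-only cultures of the same strain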
#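 Yeast cells carrying a defined DNA-repair defect were exposed to test compounds. Growth inhibition was measured relative to vehicle-treated controls.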
# yeast bub3: NCI yeast anticancer drug screen, S. cerevisiae bub3 mutant strain; AID 167; hit rate 9.9% among 78,000; % growth inhibition at 50 µM;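 note: 0% = growth of vehicle-only cultures of the same strain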
#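 Part of a panel of yeast mutants defective in DNA damage repair or cell cycle regulation. Each strain is grown with compound, and inhibition is calculated relative to solvent-treated cultures.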
# * marks the source's active call; other numbers are inactive results. Cut-off read from the data, not from the text of the source: active = growth inhibition above about 70%; inactive = the rest. Rows were taken by chance. Share with any hit: about 13%.
SMILES,yeast mec2-1,cln2 rad14,yeast rad50,yeast mlh1 rad18,yeast sgs1 mgt1,yeast bub3
C1CCC(CCNCCC2CCCCC2)CC1,98*,99*,99*,99*,99*,98*
Cc1nc(N)[nH]c(=O)c1CCCN(c1ccccc1)S(=O)(=O)c1ccc(N)cc1,-1,-23,9,20,-2,-2
Cc1ccc(/C=C(/C#N)C(N)=O)cc1,0,18,11,30,21,12
CCOC(=O)CN(C)C#N,-33,-5,-17,-2,-44,-32
c1ccc(CCCOCCCc2ccccc2)cc1,15,7,25,22,9,51
Cc1cc([N+](=O)[O-])cc(C)c1O,6,-24,0,-3,12,-12
CCOC(=O)c1cc(C=O)nc2c(Cl)cc(Cl)cc12,6,6,19,18,22,4
Cc1cc(C)c(S(=O)(=O)CC(Cl)c2ccccc2)c(C)c1 (centres undefined),-24,19,21,4,-3,-3
O=C(O)CC1(CC(=O)O)Nc2ccccc2SC1=O,-37,9,-1,-22,-26,-25
CN(c1nc(=[N+](C)C)ss1)C1CCCCC1,17,-40,9,15,16,-13
S=C(Cl)N1CCN(C(=S)Cl)CC1,-11,-21,3,-7,-31,-16
CC(N)COc1ccccc1 (centres undefined),-19,13,-3,-2,3,-8
CCO/C=N\C1=C(C#N)SC2=N/C(=C\c3ccc(OC)cc3)C(=O)N21,-25,6,-7,-58,7,-2
C/C=C/C=C/c1nc(C#N)c(N)o1,-2,13,-8,-4,2,15
CCCCCCCCCCCCCC/C(=C/OCC[N+](C)(C)C)OC(C)=O (tested in a mixture with another compound),100*,99*,100*,100*,100*,100*
COc1ccc(CNc2ccccc2C(=O)O)cc1OC,3,31,11,9,-2,33
Cc1cnc2[nH]c(-c3cccc(F)c3)cc(=O)c2c1,-14,14,4,-5,-4,-20
Cc1nnc2nc3c(nn12)c1ccccc1n3C,32,76*,46,5,16,0
Nc1cc2c(cc1Br)-c1c(C(=O)O)cccc1C2=O,9,7,-20,-13,-2,11
CC(C(=O)O)/C(=C\c1ccccc1)C(=O)O (centres undefined),7,-18,17,11,22,13
CC(=O)Nc1ccc2c(c1)N(O)C(=O)C2(C)C,6,-36,8,-1,11,6
CCc1ccc(C)[n+]([O-])c1,-15,-22,0,-7,1,8
CN1C(=O)C2CC(=O)NC(=O)C2C1=O (centres undefined),-7,-48,1,2,-13,2
Cc1ccc(S(=O)(=O)O/C=C2/CCOC2=O)cc1,43,29,30,61,30,38
COc1ccc2nc(C)c3c(c2c1)C(=O)N(CCCN1CCN(CCCN2C(=O)c4c(C)nc5ccc(OC)cc5c4C2=O)CC1)C3=O,9,-25,1,36,-8,2
O=C1CC2CCC(C1)S2=O (centres undefined),-10,23,20,18,18,13
O=C(/C=C/c1cccc(O)c1)c1ccccc1,8,60,29,92*,38,-6
O=C(O)c1sccc1Cc1ccsc1,-11,-28,-7,5,-9,-26
CCN(CC)CCN(C)C(=O)C(=O)c1ccccc1,-1,10,-20,-8,-11,5
N#CC(=C1C=CC(=NOC(=O)Nc2ccccc2)C=C1)c1ccccc1,99*,88*,99*,99*,100*,99*
COc1ccc2c(ccc[n+]2[O-])c1,-42,19,-8,-20,-21,-31
Fc1ccc(C=C2c3ccccc3-c3ccccc32)cc1,4,39,12,-4,18,12
Fc1ccc(NC(=S)Nc2ccccn2)cc1,-6,-60,4,20,-4,6
COc1cccc2c1C1c3ccccc3Sc3cccc(c31)O2 (centres undefined),18,40,5,21,20,44
CSc1nc(N)nc(N)n1,4,-36,-13,-9,-18,23
COc1ccc(N=C(N)N2CCCc3ccccc32)cc1,18,-85,-5,0,1,1
CCOC(=O)/C=C/C(=O)NNS(=O)(=O)CCC(N)C(=O)O (centres undefined),13,3,-7,0,0,7
CC(=O)N(C)c1ccc(N=CN(C)C)cc1,-28,-12,-80,-28,-34,3
COC1(OC)c2occc2C(=N)c2ccc(=O)oc21,-14,8,-1,12,25,11
O=[N+]([O-])c1ccc(N/N=C(/c2ccccc2)C2CCCC2)c([N+](=O)[O-])c1,19,8,11,13,13,12
CCCCCCCCCCCCNCCC(=O)O,-19,15,25,36,42,50
COc1ccc(NC(=S)Nc2ccc(S(=O)(=O)N3CCCCC3)cc2)cc1,-19,10,3,10,6,-5
CC(C)C/C(CC(=O)CCC(=O)Nc1ccccc1[N+](=O)[O-])=N\NC(=O)c1cc2ccccc2cc1O,24,26,18,30,-12,10
O=C1OC(=O)c2c1cccc2[N+](=O)[O-],0,-14,-8,3,-3,-5
Clc1ccc(CSc2cnnc(SCc3ccc(Cl)c(Cl)c3)c2SCc2ccc(Cl)c(Cl)c2)cc1Cl,5,-6,1,17,4,-1
O=C=Nc1ccc(Cc2ccc(N=C=O)cc2)cc1,7,-15,-14,-36,-7,-24
CCCCCC(O)C(C)CO (centres undefined),-8,43,13,14,-4,1
C/C(CC(=O)CCCC(=O)Nc1ccc(Cl)cc1Cl)=N/NC(=O)CC#N,-4,7,-6,-14,1,6
c1ccc2c(c1)ccc1c(-c3ccncc3)n[nH]c12,10,36,36,42,49,28
O=C(CCCl)OCc1ccccc1,-20,-22,-5,4,-15,-7
CN(C)c1ncnc2c1cnn2C,-1,-14,-10,3,9,-1
CCCOC(=O)/C=C/C(=O)N1CC(C)N(C(=O)/C=C/C(=O)OCCC)CC1C (centres undefined),-1,43,4,25,10,-3
CCOc1ccc(NC(=O)Oc2cc(C)c(Cl)cc2C(C)C)cc1,8,-2,20,19,-6,17
N#Cc1cccc(Nc2ccccc2SSc2ccccc2Nc2cccc(C#N)c2)c1,8,-7,13,13,18,4
Cc1ccc([N+]2=NC(c3ccccc3)=NN(c3ccccc3)C2)cc1,92*,96*,97*,97*,95*,97*
O=C(NCCCOC(=O)CCCCCCCCC(=O)OCCCNC(=O)NC(=O)c1c[nH]c(=O)[nH]c1=O)NC(=O)c1c[nH]c(=O)[nH]c1=O,-19,8,-12,-15,-8,6
CN1C(c2ccccc2)=C(C#N)C(=O)CC(c2ccccc2)N1C (centres undefined),12,15,26,21,30,11
CCOC(=O)c1c(NC(=O)CBr)sc(C)c1C,8,-28,21,22,33,38
COC(=O)C1(C(=O)OC)OC(c2ccc(OC)cc2)[C@H]2C(=O)N(C)C(=O)[C@H]21 (some centres undefined),-6,-9,3,15,3,10
COC(Cc1ccccc1)OC,-11,-34,-1,2,-16,-8

# More records follow.
SMILES,yeast mec2-1,cln2 rad14,yeast rad50,yeast mlh1 rad18,yeast sgs1 mgt1,yeast bub3
CCNCC1COc2cccc(OCC)c2O1 (centres undefined),-8,-42,-2,-2,-2,-12
Cc1ccccc1NCS(=O)(=O)O,-18,-6,18,5,13,-15
CC(O)CNc1ncnc2c1cnn2C (centres undefined),-25,9,-4,13,-10,-4
COc1ccc(S)c(C(=O)O)c1,-15,-10,-15,-12,-8,8
O=c1cn[nH]c(=O)[nH]1,1,11,35,12,32,5
C/C(C(=O)O)=C1\N=C(N)NC1=O,-3,-37,-3,-14,-6,-18
O=c1[nH]c(=O)n(C2CC(O)C(CO)O2)cc1C#Cc1ccc(F)cc1 (centres undefined),19,-6,-3,-9,-15,4
Clc1ccc(CCn2ccc3ccccc32)c(Cl)c1,-10,7,-13,4,0,17
Cc1cc2c(cc1C)C(C)(C)CC2(C)C,-2,-9,-1,-2,-4,1
COc1cccc2c1c1ccc3c(c1n2C)C(=O)C=CC3=O,23,11,24,21,22,5
COc1cc2c(c(OC)c1OC)C(=O)C(Br)C2NC(=O)CCCCl (centres undefined),-27,15,-31,-35,-27,-22
O=C(COc1ccc(Cl)c(Cl)c1)Nc1ccc[n+](Cc2ccc(Cl)c(Cl)c2)c1,100*,99*,100*,99*,100*,99*
O=C(Oc1ccc([N+](=O)[O-])cc1)C(CSC(c1ccccc1)(c1ccccc1)c1ccccc1)N1C(=O)c2ccccc2C1=O (centres undefined),47,59,62,53,44,32
O=C(NN=C1c2ccccc2-c2ccccc21)C(F)(F)F,2,31,87*,22,5,6
CC(C)(C)C1CCC2c3c([nH]c4ccccc34)C3C(=O)N(c4ccccc4Cl)C(=O)C3C2C1 (centres undefined),15,1,-18,11,-12,11
CSc1cc2c(cc1N)Cc1ccccc1-2,91*,89*,85*,97*,97*,97*
N#Cc1ccc(/C=C\c2ccc(C#N)cc2)cc1,5,6,-8,-11,4,1
CNC(=O)c1cc(NC(=O)c2ccc(C(=O)Nc3cc(C(=O)NC)cc(C4=NCCN4)c3)cc2)cc(C2=NCCN2)c1,100*,93*,99*,99*,99*,99*
Cc1cc(C)c(O)c(CN(C)Cn2c(=O)cc[nH]c2=O)c1,-12,-34,-1,7,3,-1
COC1OC(COC(=O)NCCCCC(=O)C(F)(F)F)C(O)C(O)C1O (centres undefined),23,30,4,12,0,28
CC(=O)/C(=C\CC(C)C)C(=O)OC(C)C,8,10,42,13,17,-8
CCCCNC(=O)NC1CC(OC2CC(O)(C(C)=O)Cc3c(O)c4c(c(O)c32)C(=O)c2c(OC)cccc2C4=O)OC(C)C1O (centres undefined),15,1,30,30,23,1

# A portion from further up, as a working copy:
SMILES,yeast mec2-1,cln2 rad14,yeast rad50,yeast mlh1 rad18,yeast sgs1 mgt1,yeast bub3
Cc1ccccc1NCS(=O)(=O)O,-18,-6,18,5,13,-15
CC(O)CNc1ncnc2c1cnn2C (centres undefined),-25,9,-4,13,-10,-4
COc1ccc(S)c(C(=O)O)c1,-15,-10,-15,-12,-8,8
O=c1cn[nH]c(=O)[nH]1,1,11,35,12,32,5
C/C(C(=O)O)=C1\N=C(N)NC1=O,-3,-37,-3,-14,-6,-18
O=c1[nH]c(=O)n(C2CC(O)C(CO)O2)cc1C#Cc1ccc(F)cc1 (centres undefined),19,-6,-3,-9,-15,4
Clc1ccc(CCn2ccc3ccccc32)c(Cl)c1,-10,7,-13,4,0,17
Cc1cc2c(cc1C)C(C)(C)CC2(C)C,-2,-9,-1,-2,-4,1
COc1cccc2c1c1ccc3c(c1n2C)C(=O)C=CC3=O,23,11,24,21,22,5
COc1cc2c(c(OC)c1OC)C(=O)C(Br)C2NC(=O)CCCCl (centres undefined),-27,15,-31,-35,-27,-22
O=C(COc1ccc(Cl)c(Cl)c1)Nc1ccc[n+](Cc2ccc(Cl)c(Cl)c2)c1,100*,99*,100*,99*,100*,99*
O=C(Oc1ccc([N+](=O)[O-])cc1)C(CSC(c1ccccc1)(c1ccccc1)c1ccccc1)N1C(=O)c2ccccc2C1=O (centres undefined),47,59,62,53,44,32
O=C(NN=C1c2ccccc2-c2ccccc21)C(F)(F)F,2,31,87*,22,5,6
CC(C)(C)C1CCC2c3c([nH]c4ccccc34)C3C(=O)N(c4ccccc4Cl)C(=O)C3C2C1 (centres undefined),15,1,-18,11,-12,11
CSc1cc2c(cc1N)Cc1ccccc1-2,91*,89*,85*,97*,97*,97*
N#Cc1ccc(/C=C\c2ccc(C#N)cc2)cc1,5,6,-8,-11,4,1
CNC(=O)c1cc(NC(=O)c2ccc(C(=O)Nc3cc(C(=O)NC)cc(C4=NCCN4)c3)cc2)cc(C2=NCCN2)c1,100*,93*,99*,99*,99*,99*
Cc1cc(C)c(O)c(CN(C)Cn2c(=O)cc[nH]c2=O)c1,-12,-34,-1,7,3,-1
COC1OC(COC(=O)NCCCCC(=O)C(F)(F)F)C(O)C(O)C1O (centres undefined),23,30,4,12,0,28
CC(=O)/C(=C\CC(C)C)C(=O)OC(C)C,8,10,42,13,17,-8
CCCCNC(=O)NC1CC(OC2CC(O)(C(C)=O)Cc3c(O)c4c(c(O)c32)C(=O)c2c(OC)cccc2C4=O)OC(C)C1O (centres undefined),15,1,30,30,23,1

# High-throughput results from PubChem.
